SIAE inh: inhibitors of human sialic acid acetylesterase SIAE. Q9HAT2. SIAE FP-Rh probe binding, fluorescence polarization. inhibition, % at 9.66 µM. 370,000 compounds, 0.69% hits. AID 1053197;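 active = inhibition above a cutoff: mean of compounds within the control limits plus 3 SD of those, cut at about 17% in these data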;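 note: 0% = plate median of compound wells and 100% = probe without SIAE protein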
Target sequence (Q9HAT2 whole entry, looked up): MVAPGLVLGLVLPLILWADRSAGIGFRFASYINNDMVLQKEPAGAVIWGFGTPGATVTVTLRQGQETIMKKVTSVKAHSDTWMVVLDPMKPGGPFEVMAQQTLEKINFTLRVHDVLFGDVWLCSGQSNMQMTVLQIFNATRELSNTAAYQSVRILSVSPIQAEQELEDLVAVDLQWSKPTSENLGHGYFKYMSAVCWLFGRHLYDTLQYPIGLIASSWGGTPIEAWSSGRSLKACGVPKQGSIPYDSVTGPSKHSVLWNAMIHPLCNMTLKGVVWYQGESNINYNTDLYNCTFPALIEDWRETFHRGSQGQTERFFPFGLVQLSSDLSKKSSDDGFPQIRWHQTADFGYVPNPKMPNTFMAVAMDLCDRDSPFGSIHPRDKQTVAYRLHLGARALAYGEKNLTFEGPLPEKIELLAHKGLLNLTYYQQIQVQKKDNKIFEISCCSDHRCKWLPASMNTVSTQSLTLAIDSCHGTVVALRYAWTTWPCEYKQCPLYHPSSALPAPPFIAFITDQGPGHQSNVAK
PRMT1 inh: blocks human protein arginine methyltransferase 1; Q99873; recombinant PRMT1, activity-based probe fluorescence polarization; inhibition, % at 2.79 µM; 370,000 compounds, 1.3% hits; AID 652257;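 active = inhibition above about 21% made by adding two undisclosed values, limit read from the data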
Target sequence (Q99873 whole entry, looked up): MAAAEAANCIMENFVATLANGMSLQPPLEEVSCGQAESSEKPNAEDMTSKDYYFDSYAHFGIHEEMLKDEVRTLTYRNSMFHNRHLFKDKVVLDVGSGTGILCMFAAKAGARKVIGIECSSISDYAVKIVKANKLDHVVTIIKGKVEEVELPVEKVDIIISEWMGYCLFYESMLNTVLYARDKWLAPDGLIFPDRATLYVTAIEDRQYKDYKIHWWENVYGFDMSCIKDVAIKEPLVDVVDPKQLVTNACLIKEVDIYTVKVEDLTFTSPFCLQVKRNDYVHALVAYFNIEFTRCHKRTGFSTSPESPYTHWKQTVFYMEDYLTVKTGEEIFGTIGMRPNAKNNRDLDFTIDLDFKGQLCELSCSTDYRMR
TDP2 inh: blocks human TDP2 phosphodiesterase activity | O95551 | 370,000 compounds, 0.34% hits | inhibition, % at 12.8 µM | recombinant TDP2, T5PNP hydrolysis, p-nitrophenol absorbance 415 nm;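 active = inhibition above the mean of all tested compounds plus 3 SD, set per campaign, cut at about 25% in these data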;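 note: 0% = DMSO with enzyme and 100% = buffer with substrate but no TDP2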
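Assay system: recombinant human TDP2 / Reagent: T5PNP substrate at 5 mM, a TopII-DNA adduct mimic / Measured by: epi absorbance from released p-nitrophenol / Evaluation: % inhibition relative to enzyme-containing and enzyme-free wells / Control set: enzyme-free and DMSO wells / Replicates: each compound tested once, singlicate / Schedule: enzyme reaction with compound for 2 h at 37 °C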
HTRA1 inhibitor: inhibitors of human serine peptidase HTRA1; Q92743; recombinant HTRA1, FP-rhodamine activity-based probe, fluorescence polarization; inhibition, % at 5.96 µM; 340,000 compounds, 0.5% hits; in the data active = inhibition above about 36%;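 note: 0% = enzyme with DMSO and 100% = wells lacking enzyme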
rCAG RNA binder: molecules binding r(CAG) RNA repeats | r(CAG) RNA repeat, TO-PRO-1 dye displacement fluorescence | inhibition, % at 3 µM | 370,000 compounds, 1.3% hits | AID 651821;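 active = inhibition above the plate cutoff, the mean of all test compounds on that plate plus 3 SD, cut at about 35% in these data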;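 note: 0% = DMSO alone and 100% = 100 µM mitoxantrone as full dye displacement; higher means more dye released from RNA so lower well fluorescence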
PG9 Ab binder: small molecules binding HIV-1 gp120 antibody PG9; inhibition, % at 6.7 µM; TR-FRET gp120-PG9 antibody binding; AID 624416; 360,000 compounds, 0.43% hits; in the data active = inhibition above about 8.5%
ABHD4 inh: inhibitors of mouse ABHD4 | Q8VD66 | purified mABHD4, FP-Rh probe fluorescence polarization | inhibition, % at 8.92 µM | 370,000 compounds, 0.54% hits | AID 720543;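 active = inhibition exceeding the mean over every tested compound plus 3 SD, cut at about 30% in these data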;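 note: 0% = plate median of compound wells and 100% = S159A mutant with DMSO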
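Test system: mABHD4 protein; Read-out basis: % inhibition; Incubation: 45 min + 60 min at 25 °C; Repeats: single replicate; Technique: fluorescence polarization with parallel and perpendicular emission, 525/598 nm; Compound: 8.92 µM, single dose; Benchmarks: full inhibition S159A mutant plus DMSO, zero as sample-well median.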
Rev-erbA mod: modulators of human Rev-erb alpha DNA binding; 370,000 compounds, 0.79% hits; AID 1259318; Rev-erbα–FITC-DNA binding, fluorescence polarization, 90 min; activity, % at 10 µM;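 active = activity above about 14%, limit read from the data; passing the limit was not always enough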;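 note: 0% = DMSO wells with 35 nM protein and 100% = DMSO wells with 750 nM protein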
LEDGF integ inh: blocks HIV-1 LEDGF/p75-dependent DNA integration | TR-FRET IN-LEDGF/p75 DNA integration, Eu/Cy5 | inhibition, % at 3.7 µM | 370,000 compounds, 0.64% hits;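 active = inhibition above the screen-wide mean plus 3 SD, cut at about 13% in these data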;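 note: signal is the Cy5 over europium emission ratio at 671 and 618 nm; 0% = plate median of compound wells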
TCR CD3 inh: human TCR-CD3 binding inhibition; inhibition, % at 9.4 µM; 360,000 compounds, 0.37% hits; TAMRA-labeled TCR probe fluorescence, biochemical; in the data active = inhibition above about 19%;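 note: recombinant mutant TCR 2C K166C tagged with TAMRA read by polarization; 0% = receptor in buffer alone and 100% = receptor with positive control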
Numbers without * were called inactive; x = no result given; & = joins results of further samples. An excerpt (hit frequency here may not be typical).

smiles,rCAG RNA binder,LEDGF integ inh,ABHD4 inh,HTRA1 inhibitor,PG9 Ab binder,TCR CD3 inh,SIAE inh,PRMT1 inh,Rev-erbA mod,TDP2 inh
Cc1cc(OCC(=O)NCc2ccncc2)c2c3c(c(=O)oc2c1)CCC3,1,-1,4,0,-0.7,-1,0,2,-6,26*
CNC(C)Cc1ccc(OC)cc1 (stereo not given),2,5,-7,x,-1.8,-5,0,-2,-1,1
COC(=O)C1=C(c2ccc(OCc3ccccc3)cc2)C[C@@H]2CC[C@H]1N2C(=O)NCc1ccc(OC)c(OC)c1,0,1,46*,-18,-0.7,6,1,-1,-4,7
COC(=O)C1=C(C(=O)OC)C2OC1c1cc3ccccc3cc12,0,1,-4,1,-0.3,-11,-1,64*,-2,-5
COC(=O)C1=C(c2ccc(-c3ccccc3)c(F)c2)C[C@@H]2CC[C@H]1N2C(=O)NC1Cc2ccccc2C1,2,-2,-2,-34,-1.5,7,-12,0,3,7
CC12C=CC(=O)C=C1CC(O)C1C2CCC2(C)C1CCC2(C)O (stereo not given),0,0,-1,6,-0.6,11,-1,2,1,8
CCOc1cc2c(cc1OCC)-n1cccc1C(c1ccc(OC)c(O)c1)NC2 (stereo not given),-1,-4,3,4,-1.2,-11,10,2,2,-17
CCN(CC)CCCN=C(C)c1c(O)n(C2CCCCC2)c(=O)[nH]c1=O,-1,4,4,0,-0.9,4,1,-1,-4,6
Cc1ccc(OCCOc2cccc(C=C3C(=O)NC(=O)NC3=O)c2)c(C)c1,-2,-3,-5,-30,0.6,-3,-7,13,1,10
O=P(O)(Oc1ccccc1)OC(c1ccccc1)C(F)(F)F (stereo not given),4,-1,2,2,-3.5,8,15,0,-3,7
Cc1ccc(C(=O)NC2CC3CCC(C2)N3)cc1 (stereo not given),-3,-3,-2,1,-0.6,7,8,2,x,7
C[N+]1(CC2COC(c3ccco3)O2)CCCCC1 (stereo not given),-3,5,5,3,0.3,3,4,-4,7,-3
COc1ccc(CN2CCN(c3ccccc3F)CC2)cc1O,-4,4,11,4,-0.1,5,0,-2,8,-4
COC(=O)C1=C(N)Oc2c(c(=O)oc3ccccc23)C1c1cccnc1 (stereo not given),6,0,-7,-5,-0.3,2,0,2,9,5
CN1CCC2(CC1)NC(=O)c1ccccc1N2,-3,2,-9,x,0.3,-8,0,6,-4,-14
CC(N)Cc1ccc(O)cc1 (stereo not given),9&4,6&4,-1&-15,x,-2.5&1.8,-1&-10,-4&2,-3&-4,0&-8,9&-1
Cc1nn(Cc2ccccc2)c(C)c1C(=O)OCC(=O)NC1CCS(=O)(=O)C1 (stereo not given),-1,0,6,1,-1.5,-2,8,1,-6,2
O=C(Nc1cccc(Cl)c1)c1c(O)c2c(n(Cc3ccco3)c1=O)CCCC2,-1,1,2,x,1.4,-1,-7,-2,3,-4
CC1(C)OC(c2ccccc2)=C/C(=C/C=C2C(=O)NC(=S)NC2=O)O1,-28,5,-160,x,-1.2,-117,-212,2,5,5
CN(C)C(=O)Oc1ccc(C(=O)c2ccccc2)cc1,-7,0,1,-1,-0.4,-3,9,0,0,3
COc1ccc2c(c1O)-c1cccc3c1[C@@H](C2)N(C)CC3,2,0,10,4,-4.2,2,8,-1,4,-15
O=C1C2CCCN2C(c2cccnc2)N1c1nccs1 (stereo not given),4,-2,-1,1,-2.9,6,9,4,2,-4
COc1ccc(CN2CC3CC(C2)c2cccc(=O)n2C3)cc1OC (stereo not given),-5,-2,3,4,0.7,1,0,0,-4,7
O=C(c1ccccc1)c1ccccc1N=Cc1c(O)[nH]c(=O)[nH]c1=O,2,-2,4,-1,0.3,-3,7,4,-1,18
CC(OC(=O)c1cn(C)c2ccccc12)C(=O)N(C)c1ccccc1 (stereo not given),-5,0,2,2,-1.6,12,-4,-4,2,-6
COc1cccc(N2C(=O)NC(=O)/C(=C/c3ccc4c5c(cccc35)CC4)C2=O)c1,19,-4,-11,x,0.4,-3,-3,14,0,-1
Cc1cc(C)cc(NC(=O)CCNC(=O)N2C[C@H]3C[C@@H](C2)c2cccc(=O)n2C3)c1,-3,-2,-12,4,0.5,-5,-2,-9,7,10
Cc1cc(C=C2C(=O)NC(=O)NC2=O)c(C)n1-c1ccc2c(c1)OCO2,11,4,2,9,-4.4,7,6,14,2,-2
O=C(Cn1ncc2c3ccccc3n(Cc3cccc(Cl)c3)c2c1=O)N1CCC2(CC1)OCCO2,7,-1,-28,-19,1.1,10,-1,-1,-3,0
COP(=S)(OC)SCn1nnc2ccccc2c1=O,0,-8,0,7,1.3,-5,3,89*,-2,6

More structures follow:
smiles,rCAG RNA binder,LEDGF integ inh,ABHD4 inh,HTRA1 inhibitor,PG9 Ab binder,TCR CD3 inh,SIAE inh,PRMT1 inh,Rev-erbA mod,TDP2 inh
CCOC(=O)c1ccc(N=C(CC)c2c(O)n(C)c(=O)n(C)c2=O)cc1,-3,-4,2,4,-2.5,0,7,1,3,-7
O=c1c2ccccc2nc(/C=C/c2ccc(O)c(O)c2)n1-c1ccccc1,15,-5,19,64*,-0.9,4,-10,15,1,-27
O=C1CN(O)C(c2ccccc2Cl)=c2cc(Br)ccc2=N1,4,-1,0,-7,-0.7,-4,5,-6,6,3
C=CCNC(=S)N1Cc2cc(Br)ccc2-n2nncc2C1,1,1,-2,x,0.1,-7,0,-5,9,0
Cc1ccc(CN2CCCN(Cc3ccc(Cl)cc3)S2(=O)=O)cc1,0,1,0,-9,-1.6,2,15,0,-1,14
CCOP(=S)(NN(Cc1ccccc1)C(=O)c1ccccc1)OCC,-5,2,-4,-5,-1.5,-1,9,-1,-3,-6
COc1ccc2nc(-c3ccc(CN4CCC(n5c(=O)[nH]c6cc(Cl)ccc65)CC4)cc3)c(-c3ccccc3)nc2c1,14,-10,-18,x,-0.2,7,-13,0,-5,5
O=C(c1cc([N+](=O)[O-])ccc1N1CCNCC1)N1CCOCC1,1,-1,4,4,-1.8,-3,4,-2,-3,-1
O=C(Nc1cccc(Cl)c1)OCC#CCN1CCCC1,-1,2,1,5,0.4,5,5,2,1,0
COc1ccc(C(=O)CN2CCOCC2)cc1F,0,-1,4,-4,-1.1,8,3,0,4,-15
CN1CCN(c2ccc(N)cc2)CC1,-4,-2,6,5,-6.4,-11,-2,2,1,-4
O=C(NC1CCCCC1)N1Cc2cc(N3CCOCC3)ccc2-n2nncc2C1,2,2,-10,x,-0.2,-2,-2,6,-5,-7
COC(=O)C1=C(c2ccc(S(C)(=O)=O)cc2)C[C@@H]2CC[C@H]1N2C(=O)NCc1ccc(C(F)(F)F)cc1,-8,-4,-2,-9,1.3,-6,-2,2,2,-2
NC1=Nc2ccccc2Oc2ccccc21,0,2,2,-2,-1.2,5,8,-3,-4,1
Cc1ccc(C(c2nnnn2Cc2ccccc2)N2CC=C(c3ccc(F)cc3)CC2)cc1 (stereo not given),-4,2,1,-10,2.0,5,6,-3,6,3
O=C(NCCN1CCC2(CC1)C(=O)NCN2c1cccc(F)c1)c1ccc2ccccc2c1,1,1,27,x,-1.5,-7,4,-2,-1,-6
O=C(Nc1ccc(C(F)(F)F)cc1)c1cccn(Cc2ccc3c(c2)OC(F)(F)O3)c1=O,-3,5,-6,-2,-2.0,3,-8,0,2,-11
CC(C)NC1(c2ccccc2)CCCCC1,4,4,-3,x,-1.1,-3,-5,0,0,-8
COc1ccccc1/C=C1\C(=O)NC(=S)N(c2ccccc2)C1=O,18,5,7,0,-1.1,-8,1,38*,-1,-10
CN1C(=O)C(=Cc2sc(=O)n(-c3ccccc3)c2N2CCCCC2)C(=O)N(C)C1=O,-14,0,2,-1,-2.5,-5,-7,6,-6,-5
COc1cc(/C=N/n2cnnc2)ccc1OC(=O)N(C)C,0,-3,-2,0,-2.0,5,8,-2,-1,11
CNC(=O)Nc1ccc(C(O)(C(=O)OC)C(F)(F)F)cc1 (stereo not given),1,0,4,9,-0.5,-1,0,0,4,-11
O=c1[nH]c(=S)n(C2CC2)c(O)c1C=Nc1ccc2c(c1)OCO2,3,-1,5,8,-1.4,5,11,2,4,10
COc1ccccc1N1CCN(Cc2cccc(OC)c2O)CC1,-2,0,-3,6,1.9,0,3,-2,1,8
Cc1c(C=O)c2ccccc2n1Cc1ccccc1,-2,-8,-3,-10,-0.6,-6,-1,7,-2,-7
Cc1cc(C(=O)NP(=O)(N2CCOCC2)N2CCOCC2)c(C)n1C1CC1,5,0,-3,2,-0.1,1,7,6,-1,-7
CN1C2CCC1CC(=NO)C2,2,1,-1,-10,1.9,0,-2,-4,-1,3
CCN(CC)CCOC(=O)c1ccc(N=Cc2c(O)[nH]c(=O)[nH]c2=O)cc1,-14,-1,-1,-2,-0.4,8,-1,-10,3,-2
CC1=C(C(=O)O)N2C(=O)C(NC(=O)Cc3ccccc3)C2SC1 (stereo not given),0,5,3,-1,0.2,1,10,0,3,7
CC1CCC(NCC(O)c2ccccc2)CC1 (stereo not given),-1,-2,2,6,-0.7,7,-3,-3,-4,-6

In a second layout: results already given
Order of results – rCAG RNA binder, LEDGF integ inh, ABHD4 inh, HTRA1 inhibitor, PG9 Ab binder, TCR CD3 inh, SIAE inh, PRMT1 inh, Rev-erbA mod, TDP2 inh
COC(=O)C1=C(c2ccc(S(C)(=O)=O)cc2)C[C@@H]2CC[C@H]1N2C(=O)NCc1ccc(C(F)(F)F)cc1
    -8, -4, -2, -9, 1.3, -6, -2, 2, 2, -2
NC1=Nc2ccccc2Oc2ccccc21
    0, 2, 2, -2, -1.2, 5, 8, -3, -4, 1

Further results
smiles,rCAG RNA binder,LEDGF integ inh,ABHD4 inh,HTRA1 inhibitor,PG9 Ab binder,TCR CD3 inh,SIAE inh,PRMT1 inh,Rev-erbA mod,TDP2 inh
COc1ccc(OCC(=O)N2CCN(Cc3ccc(SC)cc3)CC2)cc1,-7,-6,3,-1,0.1,4,5,3,6,5
Cc1ccc(-c2cc(-c3ccccc3)cc(-c3ccccc3)[n+]2-c2ccccc2)cc1,7,1,13,-3,-0.1,-5,4,0,0,1
COc1ccc(-n2nnnc2C(c2ccccc2OC(F)(F)F)N2CCC(n3c(=O)[nH]c4ccccc43)CC2)cc1 (stereo not given),6,2,-13,x,0.6,3,-10,0,-5,3
C[C@]12CCC(=O)C=C1CC[C@@H]1C2[C@H](O)C[C@]2(C)C(=O)CCC12 (stereo not given in full),-5,-4,-3,2,-3.1,-5,-4,1,-4,6
COc1cc2c(cc1O)[C@@H]1Cc3ccc(OC)c(O)c3CN1CC2,4,38*,-2,6,-8.8,2,4,5,3,54*
c1ccc(C2OCCN3CCCCC23)cc1 (stereo not given),-2,-2,2,-8,-0.8,3,-5,-2,-4,-10
Cc1cccn2c(=O)c3c(nc12)N1CCC(Cc2ccccc2)CC1C1(C3)C(=O)N(C)C(=O)N(C)C1=O (stereo not given),-2,-1,-19,-15,-0.8,5,-7,1,1,9
COc1ccc2c(c1O)[C@]13CCN(C)[C@H](C2)[C@@H]1CCC(=O)C3,0,-6,8,0,-0.1,5,0,-4,-5,-7
CN(C)c1ccc(P(=S)(N(C)C)N(C)C)cc1,-7,0,9,-2,1.1,2,-5,-6,-4,5
